Screens: PubChem, National Center for Advancing Translational Sciences (NCATS)
AmpC no deterg: qHTS Inhibitors of AmpC Beta-Lactamase (assay without detergent); AmpC nitrocefin hydrolysis, absorbance 480 nm, 0.0001% Triton; hit rate 0.52% among 330,000; AID 485341, 2010; Potency, µM (highest dose often 57.1 µM), for inactives: at the highest dose activity change, negative = inhibition, usual class: inhibitors;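 note: potency is the fitted concentration of half-maximal effect; plate controls were no compound for no effect and no enzyme for full effect; nearly all actives have a fitted effect of over 20% in size; some results filed as inactive show a strong effect at the top dose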
Target sequence (P00811 whole entry, looked up): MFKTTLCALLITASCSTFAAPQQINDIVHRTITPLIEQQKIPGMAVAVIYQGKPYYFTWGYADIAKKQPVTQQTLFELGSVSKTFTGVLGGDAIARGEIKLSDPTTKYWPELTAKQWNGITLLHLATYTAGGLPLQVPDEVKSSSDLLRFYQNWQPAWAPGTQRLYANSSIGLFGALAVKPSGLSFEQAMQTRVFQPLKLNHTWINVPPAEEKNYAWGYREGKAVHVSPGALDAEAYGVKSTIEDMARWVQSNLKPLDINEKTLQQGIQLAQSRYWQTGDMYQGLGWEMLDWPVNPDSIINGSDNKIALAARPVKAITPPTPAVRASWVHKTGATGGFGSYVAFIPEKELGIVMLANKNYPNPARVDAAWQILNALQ
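AmpC (5.3 nM in the dispensed reagent) in 20 mM phosphate pH 7.0 with 0.01% (detergent screen) or 0.0001% Triton X-100 was preincubated with compounds for 15 min at room temperature. Nitrocefin was then added from an 800 uM solution, and hydrolysis was followed at 480 nm.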
HCMV inh: qHTS Assay for inhibitors of the human cytomegalovirus (HCMV); AID 1259415, 2018; activity change, negative = inhibition, % at 57.5 µM; HFF cells, HCMV-luciferase reporter, 72 h; hits give low values; hit rate 4.5% among 410,000; in the data active = activity change below about -60%; inconclusive = no clear call, values can overlap the other calls; inactive = above about -39%
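Steps: HFFs plated, 16 h 37C; compounds added; HCMV-luciferase added to MOI 1 PFU/cell; 72 h 37C; OneGlo reagent, 5 min room temperature; luminescence read, normalized to controls.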
LmPK inh: qHTS Assay for Inhibitors of Leishmania Mexicana Pyruvate Kinase (LmPK); Q27686; purified LmPK, Kinase-Glo ATP luminescence, 1 h; Potency, µM (titrated, usually from 57.5 µM), for inactives: at the highest dose activity change, negative = inhibition, actives largely listed as inhibitors; hit rate 0.37% among 290,000; AID 1721, 2009; note: potency is the fitted concentration of half-maximal effect
Target sequence (Q27686 whole entry, looked up): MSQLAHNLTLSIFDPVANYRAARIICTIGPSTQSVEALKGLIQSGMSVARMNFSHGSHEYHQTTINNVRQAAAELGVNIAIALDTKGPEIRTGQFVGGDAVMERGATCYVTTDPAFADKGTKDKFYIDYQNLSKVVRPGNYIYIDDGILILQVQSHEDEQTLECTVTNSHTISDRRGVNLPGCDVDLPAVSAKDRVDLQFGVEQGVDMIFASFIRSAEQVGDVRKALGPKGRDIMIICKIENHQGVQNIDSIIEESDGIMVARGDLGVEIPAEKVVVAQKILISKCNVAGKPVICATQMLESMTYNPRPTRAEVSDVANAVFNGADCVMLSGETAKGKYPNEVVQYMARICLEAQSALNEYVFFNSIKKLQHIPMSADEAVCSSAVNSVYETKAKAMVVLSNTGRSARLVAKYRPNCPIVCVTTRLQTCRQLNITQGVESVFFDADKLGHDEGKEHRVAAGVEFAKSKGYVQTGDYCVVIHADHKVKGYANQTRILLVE
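Purified LmPK (0.1 nM) converted ADP (0.1 mM) to ATP with PEP (0.5 mM) in imidazole buffer pH 7.2 with KCl and MgCl2, 1 h at room temperature. ATP was read by Kinase-Glo luminescence; data normalized to uninhibited and no-enzyme controls.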
AmpC detergent: qHTS Inhibitors of AmpC Beta-Lactamase (assay with detergent); hit rate 0.041% among 370,000; P00811; Potency, µM (highest dose often 114 µM), without a hit: top-dose activity change, negative = inhibition, most hits filed as inhibitors; AmpC hydrolysis of nitrocefin, absorbance 480 nm, 0.01% Triton;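 note: potency is the fitted concentration of half-maximal effect; 0% = no-compound wells and -100% = no-enzyme wells; nearly all actives have a fitted effect of over 25% in size; some results filed as inactive show a strong effect at the top dose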
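AmpC (5.3 nM in the dispensed reagent) in 20 mM phosphate pH 7.0 with 0.01% (detergent screen) or 0.0001% Triton X-100 was preincubated with compounds for 15 min at room temperature. Nitrocefin was then added from an 800 uM solution, and hydrolysis was followed at 480 nm.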
Sm TGR block: qHTS Assay for the Inhibitors of Schistosoma Mansoni Peroxiredoxins. Schistosoma mansoni thioredoxin glutathione reductase (TGR), Q962Y6. purified TGR, DTNB reduction, TNB absorbance 405 nm. Potency, µM (top dose mostly 114 µM), for the others: top-dose activity change, negative = inhibition, hits mostly inhibitors. hit rate 3% among 360,000; note: potency is the fitted concentration of half-maximal effect; nearly all actives have a fitted effect of over 60% in size
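TGR 20 nM + NADPH 100 uM (dispensed conc.), cpd preinc 15 min RT; start with NADPH (500 uM addition) then DTNB (15 mM addition). Kinetic TNB absorbance, 405 nm filter. Four-parameter Hill fit across titration.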
TbPYK inhibitor: qHTS of Trypanosoma Brucei Inhibitors. pyruvate kinase (Trypanosoma brucei), Q57TT1. TbPYK enzyme, Kinase-Glo Plus ATP luminescence, 45 min. Potency, µM (doses to about 76.8 µM), without a hit: top-dose activity, negative = inhibition, actives largely listed as inhibitors. hit rate 0.12% among 410,000. AID 624173, 2012; note: potency is the fitted concentration of half-maximal effect; nearly all actives have a fitted effect of over 50% in size
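Glycolytic pyruvate kinase of T. brucei was incubated with substrate, test compound and 130 uM ADP for 45 minutes at room temperature. Luminescent Kinase-Glo Plus signal was measured after 10 minutes.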
AMA1 RON2 block: qHTS for Inhibitors of AMA1-RON; Towards Development of Antimalarial Drug Lead: Primary Screen | hit rate 0.2% among 360,000 | AlphaScreen AMA1-biotinylated RON2 peptide binding | Potency, µM (doses to about 58.2 µM), inactives show at the top dose activity change, negative = inhibition, usual class: inhibitors | Plasmodium falciparum AMA1 (3D7) - RON2 peptide interaction;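 note: potency is the fitted concentration of half-maximal effect; 0% = vehicle wells and -100% = peptide control; nearly all actives have a fitted effect of over 45% in size; some results filed as inactive show a strong effect at the top dose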
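AMA1 (3D7) with his tag at 25 nM final met compounds first, then biotinylated RON2 peptide at 25 nM; detection used donor plus acceptor beads, 10 µg/mL apiece, read by AlphaScreen after 30 min at room temperature.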
Starred values were filed as active, the others as inactive; u = inconclusive; x = no result given; [ ] = remark or other dose. Unless noted, calls come from the whole dose curve; as a rule, active = well fitted curve in the direction sought with a large enough effect; inconclusive = small, poorly fitted or top-dose-only effect, or another doubt; inactive = no such curve, though single readings can be large; an effect the other way counts as inactive or inconclusive. Unless noted, % is set by controls: 0 for no effect and ±100 for the full control effect.

SMILES,AMA1 RON2 block,AmpC no deterg,HCMV inh,TbPYK inhibitor,AmpC detergent,LmPK inh,Sm TGR block
CC1=NN(C(N)=S)C(=O)C1N=Nc1ccc(C)cc1C (stereo not given),x,-12%,308,x,-2%,7%,-2%
Cc1oc2c(O)c(O)ccc2c(=O)c1-c1cnn(-c2ccccc2)c1,41%[activator],-34%,10,-1%,8%,10%,6%
O=C(c1ccc(-c2cc3ccccc3oc2=O)cc1)N1CCN(c2ccc(Cl)cc2[N+](=O)[O-])CC1,-17%,-12%,u,-11%,-4%,1%,-6%
N#Cc1cccn1-c1nccc(-c2cccs2)n1,54%[activator],-32%,49,4%,-13%,10%,9%
O=C(O)CCCNc1ccc([N+](=O)[O-])c(NCCCC(=O)O)n1,-19%,-39%,-27,1%,-7%,2%,-6%
Cc1ccc(-c2csc3ncn(CC(=O)N4CCOCC4)c(=O)c23)cc1C,-6%,164%[activator],1,-5%,4%,6%,2%
Cc1ccc(OCCNC(=O)/C=C/c2ccco2)cc1C,8%,-20%,-2,-24%,-12%,0%,1.1µM*
Cc1ccc(C(=O)OCC(=O)NC2CCCC(C)C2C)s1 (stereo not given),11%,x,-34,-8%,x,x,x
COc1cc(CN2CCN(Cc3cn(C)c4ccccc34)CC2CCO)cc(OC)c1 (stereo not given),-8%,63%[activator],4,0%,u,7%,-29%
Cc1ccc(C(=O)NC(=S)NNC(=O)c2cccc([N+](=O)[O-])c2)cc1,130%[activator],-50%,27,1%,-10%,6%,-25%
CCCCCC(=O)Nc1cc(S(=O)(=O)N2CCOCC2)ccc1N1CCCCC1,5%,127%[activator],-3,2%,u,x,3%
NS(=O)(=O)c1ccc(CCNC(=O)CSc2nnc3ccccn23)cc1,0%,-14%,23,-4%,-14%,0%,3%
CCOC(=O)Cn1nc(C)c(NC(=O)c2ccc(Cl)c([N+](=O)[O-])c2)c1C,1%,-30%,41,0%,0%,-4%,17%
CC(=O)N(Cc1cccnc1)c1nc2cc(C)cc(C)c2s1,x,x,0,-3%[15.4 µM],3%,x,5%
COc1ccc(C(=O)NC2CCCc3ccccc32)cc1OC1CCN(C(C)=O)CC1 (stereo not given),1%,208%[activator],-20,7%,4%,-8%,6%
CCc1nonc1NC(=O)c1oc2c(C)c(C)ccc2c1C,3%,-38%,-28,1%,-6%,1%,2%
OC(Cc1cccnc1)c1ccccc1 (stereo not given),16%,x,0,-3%,x,x,x
CCOC(=O)N1CCC(NC(=O)c2ccc3c(c2)sc2nc(-c4ccc(OC)cc4)cn23)CC1,x,-15%,x,x,-4%,-7%,5%
O=C(O)C1C2C=CC(C2)C1C(=O)Nc1ccc(C(=O)N2CCCCC2)c(Cl)c1 (stereo not given),-6%,-7%,5,0%,-1%,5%,-2%
COc1ccc(NC(=O)c2nn(C)c(=O)c3ccccc23)cc1S(=O)(=O)Nc1ccccc1Cl,-6%,97%[activator],88,-2%,0%,1%,8%
COc1cccc(-c2nnc(SCN3C(=O)c4ccccc4C3=O)n2C)c1,12%,-24%,-16,0%,u,1%,5%
COc1ccc(-c2csc(C)n2)cc1,-3%,-2%,34,-3%,6%,-23%,-2%
CC1=C(C(=O)OC(C)C)C(c2c(O)ccc3ccccc23)NC(=O)N1 (stereo not given),2%,-9%,74,1%,-18%,6%,9%
COc1ccc(C(=O)NCc2cn3c(C)csc3n2)cc1OC,-4%,-14%,65,-6%,-1%,3%,-8%
O=C(CCN1C(=O)c2ccccc2S1(=O)=O)N1CCN(c2ccccc2)CC1,7%,0%,-6,-11%,2%,-5%,2%
Cc1cc(C)nc(SCC(=O)Nc2ccc(S(=O)(=O)Nc3cc(C)on3)cc2)n1,1%,x,27,-6%,x,x,x
CCOc1ccc(CCNC(=O)COC(=O)c2cc(OC)c(OC)cc2[N+](=O)[O-])cc1OCC,-17%,63%[activator],-5,6%,u,x,0%
COC(=O)c1cn(Cc2c(C)cc(C)cc2C)nn1,-15%,-4%,u,-1%,-6%,-1%,2%
COc1ccc2o/c(=N\O)c(C(=O)Nc3ccc(C)cc3)cc2c1,-1%,-21%,16,3%,9%,0%,0%
CCCNc1ncnc2c1cnn2C1CCCCO1 (stereo not given),-10%,x,-10,2%,x,x,x
O=C(COc1ncnc2cc(Cl)ccc12)c1ccc2c(c1)OCCO2,17%,-12%,20,-4%,7%,0%,-3%
N#Cc1c2n(c(=S)n(-c3ccccc3)c1=O)CCCCC2,-15%,-20%,-35,10%,-20%,-3%,1%
O=S(=O)(Nc1ccc(F)cc1Cl)c1ccc(-c2cnc(C3CC3)o2)cc1,-8%,-12%,-28,-1%,1%,-15%,11%
O=C(Nc1ccsc1C(=O)O)c1ccccc1,-6%,-8%,64,16%,-2%,-6%,0%
Cc1ccc(C(=O)N2C3C=CC(C3)C2(C(F)(F)F)C(F)(F)F)cc1 (stereo not given),-1%,-3%,u,-11%,-7%,1%,0%
Cc1ccc(Nc2nc(NCC3CC3)nc3ccsc23)c(C)c1,-16%,x,-82*,10%,x,x,x
O=C(NCCN1CCOCC1)c1ccccc1[N+](=O)[O-],-11%,-22%,-9,-2%,1%,1%,11%
COc1cc(NC(=O)C2C3C=CC(C3)C2C(=O)O)ccc1NC(=O)c1ccccc1 (stereo not given),-2%,5%,-8,5%,-2%,-3%,-17%
COc1ccccc1N/C=C/C(=C(C#N)C#N)N(C)C,-7%,-16%,-36,-1%,3%,-1%,-2%
Cc1cc(C(=O)CN2CCCCC2)c(C)n1-c1ccc(F)cc1,0%,-12%,-5,-2%,-1%,-1%,-3%

In the list so far, these have two or more sulfur atoms.
SMILES,AMA1 RON2 block,AmpC no deterg,HCMV inh,TbPYK inhibitor,AmpC detergent,LmPK inh,Sm TGR block
NS(=O)(=O)c1ccc(CCNC(=O)CSc2nnc3ccccn23)cc1,0%,-14%,23,-4%,-14%,0%,3%
Cc1cc(C)nc(SCC(=O)Nc2ccc(S(=O)(=O)Nc3cc(C)on3)cc2)n1,1%,x,27,-6%,x,x,x

New compounds follow:
SMILES,AMA1 RON2 block,AmpC no deterg,HCMV inh,TbPYK inhibitor,AmpC detergent,LmPK inh,Sm TGR block
O=C(NC1CCCC1)C1CCN(C(=O)c2cc(Cl)ccc2Cl)CC1,4%,-2%,-29,0%,-11%,6%,1%
COc1ccc(-n2c(/C=C/c3ccccc3F)nc3cc(OC)c(OC)cc3c2=O)cc1Cl,x,x,15,-3%,-1%,x,-1%
O=C(CN1CCN(Cc2ccccc2)CC1)NC(c1ccccc1)c1ccccc1,u,137%[activator],-31,-10%,4%,-20%,-18%
O=[N+]([O-])c1ccc(C(O)CN2CCN(c3ccccc3)CC2)cc1 (stereo not given),4%,5%,52,-3%,-5%,-10%,12%
CCn1c(Cc2ccc(OC)cc2)nnc1SCC(=O)NC1CC1,-11%,1%,8,-5%,1%,-4%,-2%
O=C(Nc1nnc(CCc2ccccc2)s1)c1ccc(F)cc1,11%,-19%,17,-1%,-15%,1%,0%
Cc1ccc(CC(=O)NCC2CCCCC2)cc1,0%,0%,x,5%,-6%,-3%,-23%
O=C(CCc1nnc(CCC2CCCCC2)o1)NCCc1ccccn1,19%,54%,-40,3%,8%,5%,5%
CC(C)(C)C(=O)NC1CCSC1=O (stereo not given),x,-23%,-39,x,0%,-3%,1%
CCc1ccc2c(c1)CCCN2C(=O)c1ccccc1C(=O)O,12%,-27%,-25,-1%,9%,-5%,1%
Cc1nnc(SCC(=O)NNC(=O)c2ccco2)n1-c1ccccc1,16%,-1%,16,-1%,-5%,-3%,0%
Cc1ccc(S(=O)ONc2cccc(NOS(=O)c3ccc(C)cc3)c2)cc1 (stereo not given),-2%,x,-18,0%,x,x,x
Cn1c(CNc2ccccn2)c(C#N)c2ccccc21,0%,-12%,14,-4%,3%,4%,0%
CC(/C=C/c1ccccc1)=N/NC(=O)c1cc([N+](=O)[O-])cc([N+](=O)[O-])c1,34%[activator],-47%,69,-10%,6%,0%,3%
COc1ccc(C2C(C(N)=O)=C(C)Nc3nc(-c4ccccc4Cl)nn32)c(OC)c1 (stereo not given),-1%,-14%,44,-2%,-1%,1%,-5%
C[n+]1c2n(c3ccccc31)N=C(c1ccc(Br)cc1)CS2,44%[activator],-7%,-2,-5%,1%,-1%,-5%
COc1cc(OC)c(NC(=O)CCc2ccccc2)cc1Cl,2%,-6%,56,-3%,1%,-3%,-17%
S=C(c1ccccc1)N1CCCC1,5%,-6%,-5,0%,u,-3%,-10%
COc1ccc2c(c1OC)C(=O)OC2Nc1nc(-c2ccc(-c3ccccc3)cc2)cs1 (stereo not given),-8%,-48%,42,-1%,-5%,0%,-20%
CCOC(=O)N1CCN(C(=O)c2cn(C)c3ccc(S(=O)(=O)N4CCC(C)CC4)cc3c2=O)CC1,-2%,29%,-19,2%,5%,0%,3%
COC(=O)c1c(C)[nH]c(C(=O)COC(=O)Cc2ccc3c(c2)OCCO3)c1C,5%,-33%,2,-2%,-11%,2%,-31%
Cn1c(SCC(=O)Nc2ccc(F)cc2)nnc1-c1cccnc1,-1%,32µM*,12,3%,u,-2%,-19%
CCn1c(C(=O)N2CCC(C(=O)NCCc3ccc(OC)cc3OC)CC2)cc2sccc21,x,x,-19,-2%,0%,x,-8%
Cc1cc(S(=O)(=O)NCc2cccnc2)ccc1F,9%,-18%,-9,0%,-15%,0%,7%
COc1ccc(N2C(=O)C(C)C(Cc3ccc(C)cc3)C2=O)cc1 (stereo not given),7%,-4%,-21,-3%,u,0%,9%

Random draw from the library; 7.4% or so of the library scored in one or more.
